Screens as filed in PubChem.
V1aR counter: counter-screen for oxytocin receptor agonists: human V1a receptor agonists; CHO-V1R cells, Fluo-8 calcium fluorescence, agonist mode; 0% DMSO, 100% 3 nM vasopressin; activation, % at 3 µM; 0.25% of 320,000 active; AID 2797;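 active means activation above the mean activation of all tested compounds plus 3 SD, per screening run, cut at about 20% in these data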;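 further: signal is peak over basal fluorescence ratio across a 100 second FLIPR read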
Target sequence (P37288 whole entry, looked up): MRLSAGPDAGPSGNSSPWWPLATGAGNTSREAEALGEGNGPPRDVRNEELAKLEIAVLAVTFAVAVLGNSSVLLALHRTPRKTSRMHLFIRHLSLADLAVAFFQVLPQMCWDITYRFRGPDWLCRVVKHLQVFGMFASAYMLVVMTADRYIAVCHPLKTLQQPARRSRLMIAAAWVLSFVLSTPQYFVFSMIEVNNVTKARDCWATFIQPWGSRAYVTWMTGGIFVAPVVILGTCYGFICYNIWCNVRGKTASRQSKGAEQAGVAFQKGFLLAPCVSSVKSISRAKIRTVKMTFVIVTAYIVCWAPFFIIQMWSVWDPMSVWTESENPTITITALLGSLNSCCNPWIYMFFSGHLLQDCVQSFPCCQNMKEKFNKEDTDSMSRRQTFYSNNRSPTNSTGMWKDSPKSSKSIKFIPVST
GPR7 antag: human neuropeptides B/W receptor 1 antagonism; GPR7-expressing cells, fluorescence antagonist assay; inhibition, % at 4.4 µM; 1.1% of 290,000 active; AID 1861; in the data active means inhibition above about 16%, passing the limit was not always enough;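 further: cells stimulated with the agonist NPW; 0% = agonist with vehicle and 100% = vehicle without agonist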
Target sequence (P48145 whole entry, looked up): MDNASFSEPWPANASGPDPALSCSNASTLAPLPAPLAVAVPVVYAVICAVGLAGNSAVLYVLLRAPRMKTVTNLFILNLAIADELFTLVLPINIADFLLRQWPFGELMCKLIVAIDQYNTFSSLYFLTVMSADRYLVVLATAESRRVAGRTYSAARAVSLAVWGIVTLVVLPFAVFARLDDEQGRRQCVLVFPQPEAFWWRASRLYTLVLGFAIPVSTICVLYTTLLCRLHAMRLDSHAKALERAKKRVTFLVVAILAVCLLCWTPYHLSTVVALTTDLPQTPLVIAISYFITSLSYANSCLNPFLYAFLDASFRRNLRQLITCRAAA
OXTR ag: activates the human oxytocin receptor; P30559; CHO-OTR cells, Fluo-8 calcium fluorescence; normalized: DMSO 0%, oxytocin 100%; activation, % at 3 µM; 0.32% of 320,000 active;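 active means activation above the mean of all tested compounds plus 3 SD, cutoff set per screening run, cut at about 20% in these data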;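 further: peak over basal fluorescence ratio from a 100 s FLIPR kinetic read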
CHO-K1 Ca antag: nonselective inhibitor or artifact in parental CHO-K1 cells; inhibition, % at 3 µM; AID 602250; ATP-induced calcium, Fluo-8 fluorescence; 0.6% of 360,000 active;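 active means inhibition above a per-plate cutoff, the plate's mean sample inhibition plus 3 SD, cut at about 24% in these data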;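 further: 0% = DMSO plus EC80 ATP and 100% = DMSO alone without ATP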
CHO-K1 Ca PAM: counter-screen for M1 PAMs: effect in parental CHO-K1 cells. ATP EC20, Fluo-8 calcium fluorescence; 0% at ATP EC20, 100% at ATP max. AID 602247. 0.02% of 360,000 active. activation, % at 3 µM;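 active means activation above the run cutoff, the mean activation of all test compounds plus 3 SD, cut at about 40% in these data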;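 further: peak over basal fluorescence ratio in a 140 s read after ATP addition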
OXTR potentiator: human OXTR potentiation; P30559; CHO-OTR cells, Fluo-8 calcium fluorescence, potentiator mode; 0% = oxytocin EC15, 100% = EC100; activation, % at 3 µM; 0.061% of 320,000 active; AID 2445;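 active means activation above that plate's cutoff, the mean activation of tested compounds plus 3 SD, cut at about 6.6% in these data, passing the limit was not always enough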;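 further: 100% uses oxytocin at 75 nM as the full agonist control; some results filed as inactive read as strong as hits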
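assay system = CHO-OTR cells, human receptor | schedule = compound 6 min at room temperature before oxytocin, 100 s read | detection = Fluo-8 intracellular calcium fluorescence, ex 470-495, em 515-575 nm | evaluation = normalized max/min fluorescence ratio, % activation | control set = EC15 oxytocin alone as 0%, 75 nM oxytocin (EC100) as 100%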
CHO parental Ca: counter-screen for OX1R antagonists: effect in parental CHO cells; parental CHO-K1, ATP-induced calcium, Fluo-8 fluorescence; AID 463079; inhibition, % at 5.6 µM; 0.63% of 330,000 active;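 active means inhibition above that plate's mean sample inhibition plus 3 SD, cut at about 26% in these data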;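 further: 0% = ATP-challenged DMSO wells and 100% = DMSO wells without ATP; some compounds past the cut are filed as inactive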
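material = parental CHO cells | also added = ATP as calcium-mobilizing challenge | dosing = single point at 5.6 µM | detection = intracellular calcium via Fluo-8 no-wash fluorescent dye | read-out = % inhibition | benchmarks = low control ATP plus DMSO, high control DMSO only | repeats = one well per compound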
CHO-K1 Ca ag: counter-screen for M1 agonists: effect in parental CHO-K1 cells; Fluo-8 calcium fluorescence; scaled to maximal ATP response, vehicle zero; activation, % at 3 µM; 0.48% of 360,000 active; AID 602248; in the data active means activation above about 15%;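 further: untransfected CHO-K1 host cells lacking M1 receptor as counterscreen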
TAAR1 antag: human TAAR1 antagonism; CHO RD-HGA16 TAAR1, Fluo-8 calcium fluorescence, antagonist; 1.5% of 360,000 active; inhibition, % at 3 µM; AID 624466;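 active means inhibition above a per-plate cutoff, the mean inhibition of test compounds on that plate plus 3 SD, cut at about 49% in these data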;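 further: 0% = DMSO plus EC80 beta-PEA response and 100% = DMSO alone without agonist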
Target sequence (Q96RJ0 whole entry, looked up): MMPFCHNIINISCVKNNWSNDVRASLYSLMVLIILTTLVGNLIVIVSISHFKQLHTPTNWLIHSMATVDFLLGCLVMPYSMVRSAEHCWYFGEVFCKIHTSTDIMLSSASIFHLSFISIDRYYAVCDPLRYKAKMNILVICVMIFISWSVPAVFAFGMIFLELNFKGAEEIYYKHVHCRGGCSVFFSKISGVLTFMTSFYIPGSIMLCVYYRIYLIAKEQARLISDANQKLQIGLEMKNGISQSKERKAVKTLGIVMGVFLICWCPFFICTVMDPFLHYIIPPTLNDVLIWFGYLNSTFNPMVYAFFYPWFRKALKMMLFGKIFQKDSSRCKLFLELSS
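test system = CHO RD-HGA16 cells bearing hTAAR1 | replication = singlicate | controls = DMSO-only wells and EC80 β-PEA-stimulated wells | reagent = EC80 β-phenethylamine stimulus | read-out basis = percent inhibition of PEA-evoked calcium signal, max/basal emission ratio | schedule = seeding 17-24 h prior, 75-min 37 °C, 30-min RT dye loading | signal = kinetic Fluo-8 calcium fluorescence measurement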
* marks the source's active call; other numbers are inactive results; . = not tested or not shown.

SMILES | V1aR counter | GPR7 antag | OXTR ag | CHO-K1 Ca antag | CHO-K1 Ca PAM | OXTR potentiator | CHO parental Ca | CHO-K1 Ca ag | TAAR1 antag
CC1(C(=O)N2CCCCC2)CCN1C(=O)Cc1ccc(-c2ccccc2)cc1 (stereo not drawn) | . | . | . | -13 | 10 | . | . | 1.6 | -10
COC(=O)C(C)Oc1cc(C)ccc1COc1ccc(-n2nc(C)n(C(F)F)c2=O)cc1 (stereo not drawn) | -0.8 | . | -3.2 | -11 | -4 | -14 | -24 | 0.1 | -49
Cc1c(C)n2c(SCC(=O)NC3CCCCC3)nnc2[nH]c1=O | 0.1 | . | 0.0 | -5 | 7 | 4 | 0 | 1.1 | -11
CC(=O)n1c2c(c3ccccc31)OC(N)=C(C#N)C2c1cccc(Cl)c1Cl (stereo not drawn) | 0.5 | 1 | 1.3 | -4 | 17 | -1 | -18 | 1.6 | 10
COc1ccc(OC)c(NC(=O)C(C)SCc2nc3sc(C)c(C)c3c(=O)[nH]2)c1 (stereo not drawn) | 0.2 | . | 0.0 | 10 | -13 | -2 | -33 | -0.3 | -2
CCC1CCCCN1CCCNC(=O)c1c(O)nc2c(C)cccn2c1=O (stereo not drawn) | 0.1 | -12 | -0.7 | -12 | -5 | -3 | -26 | 0.2 | -4
C=CCn1c(SCC(=O)NC2CC2)nc2ccccc2c1=O | 0.0 | . | 0.2 | -15 | 3 | 1 | -8 | 0.3 | 7
C/C=C(\C)C(=O)O[C@@H]([C@H](O)c1cc2ccc(=O)oc2cc1OC)C(C)(C)O | 0.0 | . | 0.4 | -16 | 19 | -3 | -4 | 0.8 | 1
COc1ccc2[nH]c(=O)c(CN(CC3CCCO3)S(=O)(=O)c3ccccc3F)cc2c1 (stereo not drawn) | 10 | -12 | 4.1 | 10 | 13 | -9 | -24 | 6.0 | 63*
CC(=O)CSc1nc2ccc(Nc3nc(N4CCOCC4)nc(N4CCOCC4)n3)cc2s1 | -1.2 | -7 | -1.2 | -3 | 15 | -1 | -19 | 2.3 | 24
CC1(C)NC(=O)N(CC(=O)OCC(=O)Nc2cccc(F)c2)C1=O | 0.5 | -18 | 0.2 | 4 | -2 | -2 | -4 | 0.2 | -6
CCOc1cc(/C=N/NC(=O)c2cccnc2)ccc1OCC(N)=O | 0.7 | -5 | 0.4 | 0 | -5 | -12 | -2 | 0.9 | -7
Cc1cc(C)n2nc(SCC(=O)N(C)C)nc2n1 | 0.1 | -4 | 0.9 | -12 | 16 | -13 | -8 | 0.4 | 12
O=C(CSc1nc(O)cc(=O)n1-c1ccccc1)Nc1ccc(Br)cn1 | -0.1 | -8 | 0.5 | 10 | -12 | -6 | -13 | -0.3 | -20
S=C(Nc1ccc2nsnc2c1)N1CCCC1 | 0.9 | -14 | 0.5 | -13 | 19 | -11 | -6 | 1.8 | -16
COc1ccc(CCNc2nc(-c3ccccn3)cs2)cc1OC | 1.5 | -16 | 16 | -4 | 15 | -24 | -16 | 3.7 | -14
CN(C(=O)c1ccc(S(=O)(=O)N2CCOCC2)cc1)C1CCS(=O)(=O)C1 (stereo not drawn) | 0.9 | . | 0.8 | 5 | -26 | 7 | -6 | -0.1 | 1
CC(=O)N1CC(=O)N(Cc2ccccc2)/C(=C/c2ccccc2)C1=O | -1.1 | -14 | -1.2 | 15 | -6 | -6 | -17 | 0.7 | 1
COc1ccc(NC(=O)c2c(N)cnn2C)cc1 | -0.1 | -13 | -0.5 | -7 | 16 | -6 | -11 | 0.7 | -16
CCOC(=O)c1[nH]c2ccc(OCC)cc2c1NC(=O)CN1CCCC(C)C1 (stereo not drawn) | -1.4 | -7 | -2.0 | -4 | 6 | -6 | -30 | 0.2 | -6
CC1CCCC(C)N1C(=O)COC(=O)c1ccco1 (stereo not drawn) | 1.4 | . | 0.1 | -6 | 4 | -4 | -7 | 0.6 | -18
CCCC(=O)NC(=S)Nc1ccccc1F | -0.6 | 16 | -2.3 | -13 | 10 | 0 | -7 | -0.3 | 2
CC(=O)N1C[C@H]2CON(C)[C@H]2C[C@H]1c1cccc(-c2ccccc2C)c1 | . | . | . | 2 | -4 | . | . | 0.2 | -2
CC(C)Cn1c(N)c(C(=O)COC(=O)c2cc3ccccc3cc2O)c(=O)n(C)c1=O | 4.2 | . | 3.9 | -9 | 6 | -9 | -1 | 2.7 | 25
Cc1ccccc1-n1c(SCC(=O)N/N=C/c2sccc2C)nc2ccccc2c1=O | 0.9 | -15 | -0.5 | -22 | 28 | -8 | -37 | 0.7 | 3
Cc1cccc2sc(NC(=O)c3cccc(S(=O)(=O)N4CCc5ccccc54)c3)nc12 | -0.5 | -9 | -1.3 | -14 | 28 | -2 | -12 | -0.2 | -6
CC(Oc1ccc(F)cc1)C(=O)Nc1ccccc1C(=O)NC1CC1 (stereo not drawn) | -0.5 | . | -1.8 | 2 | 4 | 2 | -13 | -0.8 | 8
C=CCc1cccc(CNc2ccc(Br)cc2)c1O | -0.4 | 0 | -2.2 | -11 | 5 | -9 | -2 | 0.1 | 47
CCc1sc(C(=O)NNC(=O)c2cncc(Br)c2)cc1C | 0.7 | . | 1.4 | -8 | 6 | -4 | -2 | 0.2 | 4
CCOC(=O)C1=C(COC(=O)C2CC(=O)N(CCc3ccccc3)C2)NC(=O)NC1C (stereo not drawn) | 0.9 | . | 1.0 | -9 | 0 | 0 | -13 | 0.8 | 13

One compound at a time (already shown).
CC(Oc1ccc(F)cc1)C(=O)Nc1ccccc1C(=O)NC1CC1 (stereo not drawn) is listed as V1aR counter: -0.5; GPR7 antag: .; OXTR ag: -1.8; CHO-K1 Ca antag: 2; CHO-K1 Ca PAM: 4; OXTR potentiator: 2; CHO parental Ca: -13; CHO-K1 Ca ag: -0.8; TAAR1 antag: 8
Cc1ccccc1-n1c(SCC(=O)N/N=C/c2sccc2C)nc2ccccc2c1=O is listed as V1aR counter: 0.9; GPR7 antag: -15; OXTR ag: -0.5; CHO-K1 Ca antag: -22; CHO-K1 Ca PAM: 28; OXTR potentiator: -8; CHO parental Ca: -37; CHO-K1 Ca ag: 0.7; TAAR1 antag: 3

The list goes on:
SMILES | V1aR counter | GPR7 antag | OXTR ag | CHO-K1 Ca antag | CHO-K1 Ca PAM | OXTR potentiator | CHO parental Ca | CHO-K1 Ca ag | TAAR1 antag
COc1ccc(C2NC(=O)NC(C)=C2C(=O)Nc2cccc(C)c2C)cc1 (stereo not drawn) | 1.1 | 0 | 0.1 | -6 | 8 | -5 | -13 | -0.1 | -2
CC(C)CN(CC(C)C)C(=O)c1cc(S(=O)(=O)N2CCCCC2)c[nH]1 | 3.3 | -6 | 0.4 | -3 | -6 | -5 | -2 | 1.8 | -7
O=C(Nc1ccccc1N1CCOCC1)c1ccc2c(c1)C(=O)N(Cc1ccncc1)C2=O | 1.0 | -10 | -1.4 | -2 | -2 | -5 | -24 | 1.0 | 2
CC(OC(=O)c1cc(=O)c2cc(Cl)ccc2o1)C(=O)N1CCCC1 (stereo not drawn) | . | . | . | -4 | 16 | . | . | 3.2 | -6
CC(/C=N/NC(=O)c1ccccn1)=C\c1ccco1 | . | -15 | . | 1 | 1 | . | . | 0.4 | -28
O=C(COC(=O)c1cnccn1)Nc1c(Cl)cc(Cl)cc1Cl | 1.4 | . | 1.0 | -16 | 25 | -3 | -1 | 0.2 | 10
CCNC(=S)N/N=C/c1cccc(/C=N/NC(=S)NCC)c1 | 0.8 | -2 | 0.8 | -10 | 21 | 0 | -4 | 2.0 | 25
Cn1nnc2c(sc3nc(N4CCOCC4)c4c(c32)CCCC4)c1=O | 0.9 | -7 | -0.7 | -4 | 6 | -1 | -4 | -0.1 | .
Cn1c(=S)c2[nH]c(SCCC(C)(C)C)nc2n(C)c1=O | . | . | . | -20 | 23 | . | . | 0.4 | 8
Cc1ccc(NC(=O)CO/N=C/c2ccccc2C)c(C)c1 | -1.2 | 4 | -2.3 | -7 | 10 | 0 | 4 | 4.2 | -1
COCCNc1nc(=S)[nH]c2cc(OC)c(OC)cc12 | 1.5 | 2 | 0.2 | -3 | 15 | -4 | -4 | 0.3 | 8
O=C(C1CCCN(c2ncnc3c2nc2n3CCCCC2)C1)N1CCN(c2ccc(Cl)cc2)CC1 (stereo not drawn) | 2.6 | 14 | 2.7 | 8 | 19 | -20 | -11 | 5.6 | 77*
Cc1ccc(S(=O)(=O)NCCc2nnc3ccc(SCc4cccnc4)nn23)cc1 | -0.6 | -13 | -0.5 | -16 | 10 | -9 | -6 | 1.1 | 14
Nc1c(S(=O)(=O)c2ccccc2)c2nc3ccccc3nc2n1C1CC1 | -0.2 | 0 | -0.3 | -10 | 6 | -18 | -12 | 0.5 | -21
Cc1cc(S(=O)(=O)NC2CCCCC2)ccc1OCC(=O)NCc1ccccn1 | 2.5 | 2 | 2.5 | 19 | -9 | -12 | -28 | 0.6 | -11
CCOCCCN(CC(=O)NC1CCCC1)C(=O)C(=O)Nc1ccc2c(c1)OCCO2 | -0.3 | 12 | 0.7 | -14 | 6 | 1 | -4 | 1.3 | -4
O=C(COc1ccccc1-c1ccccc1)Nc1ccc(S(=O)(=O)NCc2ccco2)cc1 | 0.5 | 5 | -0.1 | -3 | 16 | -8 | -3 | 1.3 | 61*
Cc1cccc(CCNC(=O)C2CCCN(c3ncnc4c3nc3n4CCCCC3)C2)c1 (stereo not drawn) | -1.5 | -9 | -2.4 | -19 | 6 | -3 | -16 | 1.8 | -23
CCC(=O)c1ccc(OC(C)C(=O)NC2(C#N)CCCCC2)cc1 (stereo not drawn) | 0.8 | 2 | 0.4 | -5 | 4 | 4 | -14 | -0.2 | 11
CCc1cccc(CC)c1NC(=O)CN1CC(C)SC1=NC1CCCCC1 (stereo not drawn) | 0.3 | 38* | -0.4 | -9 | 12 | -7 | -15 | -0.2 | -3
Cc1ccc(-c2csc3ncnc(-n4nnc5ccccc54)c23)cc1C | -1.7 | -7 | -3.1 | 17 | -9 | 0 | -33 | 0.2 | 3
O=C(CN(C(=O)CNC(=O)c1cccs1)c1ccc2c(c1)OCCO2)NC1CCCC1 | 0.3 | -7 | 0.7 | -21 | 9 | 4 | -6 | 1.2 | -6
Cc1ccc(C(=O)Nc2cnc3ccccc3c2)cc1 | 0.8 | 2 | -1.6 | 6 | -3 | -9 | -14 | 0.0 | 21
COc1ccc(NC(=O)CN(C)S(=O)(=O)c2ccc(Cl)cc2)cc1Cl | 1.0 | -2 | 0.4 | 10 | 5 | -5 | -10 | -0.4 | -8
CC(=O)NC12CC3CC(C1)CC(C(=O)Nc1nc4ccc(S(C)(=O)=O)cc4s1)(C3)C2 | 0.1 | 2 | 1.6 | 2 | 3 | -7 | -7 | 1.5 | -3
O=C(N/C(=C/c1cccc([N+](=O)[O-])c1)C(=O)N1CCCCC1)c1ccco1 | 2.4 | -1 | 0.2 | 5 | 3 | -1 | -8 | 0.9 | -21
Cc1cc(C)nc(N/N=C/c2cn[nH]c2-c2ccc(F)cc2)n1 | -0.1 | -2 | -0.6 | 2 | 12 | 2 | -9 | 18* | -27
